# Source: PubChem (National Center for Advancing Translational Sciences (NCATS))
# RGS4 inhibitor: Inhibitors of Regulator of G Protein Signaling (RGS) 4: qHTS. Regulator of G-protein signaling 4 (Homo sapiens), P49798. Transcreener GDP fluorescence polarization, RGS4-accelerated GTP hydrolysis. Potency, µM (highest dose often 114 µM), without a hit: at the highest dose activity change, negative = inhibition, usual class: inhibitors. actives 0.039% (n = 390,000); further: potency means the concentration at half of the fitted maximal effect; on the % scale 0 is the no-effect control and ±100 the full control effect; nearly all actives have a fitted effect of over 75% in size; some results filed as inactive show a strong effect at the top dose
# Target sequence (P49798 whole entry, looked up): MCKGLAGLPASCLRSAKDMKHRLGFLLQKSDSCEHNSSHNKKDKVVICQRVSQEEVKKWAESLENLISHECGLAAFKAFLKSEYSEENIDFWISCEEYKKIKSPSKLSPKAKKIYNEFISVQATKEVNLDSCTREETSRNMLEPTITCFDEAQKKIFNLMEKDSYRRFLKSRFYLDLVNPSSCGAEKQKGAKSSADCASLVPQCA
#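 MLSMR compounds (23 nl, pin-transferred) preincubated 10 min at room temperature with a 500nM (2x) first reagent, then RGS4 at 900nM (2x) plus Transcreener GDP mix added; fluorescence polarization (620/688 nm) read before and after 90 min at 30 °C.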
# HP1b chromo inh: HTS for Inhibitors of HP1-beta Chromodomain Interactions with Methylated Histone Tails | Chromobox protein homolog 1 (Homo sapiens), P83916 | AlphaScreen HP1-beta / biotin-H3K9me3 peptide binding | Potency, µM (highest dose often 114 µM), without a hit: at the top dose activity change, negative = inhibition, hits mostly inhibitors | actives 0.56% (n = 390,000); further: potency means the concentration at half of the fitted maximal effect; nearly all actives have a fitted effect of over 70% in size; inactives centre near 23
# Target sequence (P83916 whole entry, looked up): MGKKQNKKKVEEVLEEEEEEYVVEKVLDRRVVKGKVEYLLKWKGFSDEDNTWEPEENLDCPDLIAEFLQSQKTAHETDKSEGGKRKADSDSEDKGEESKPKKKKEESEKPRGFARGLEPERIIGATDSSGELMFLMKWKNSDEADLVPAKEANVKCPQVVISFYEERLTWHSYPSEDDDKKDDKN
#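 Compound inhibition of the preformed complex between 50 nM HP1-beta and 50 nM biotinylated H3K9me3 peptide was read by AlphaScreen. Buffer was PBS pH 7.4 with 0.01% Tween-20. Incubations ran 30 min at room temperature, with 10 ug/mL donor/acceptor beads.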
# G9a block: qHTS Assay for Inhibitors of Histone Lysine Methyltransferase G9a; actives 8.8% (n = 350,000); G9a H3K9 monomethylation, AlphaScreen, 2 h; Histone-lysine N-methyltransferase EHMT2 (Homo sapiens), Q96KQ7; Potency, µM (titrated, usually from 102 µM), inactives show at the top dose activity, negative = inhibition, most hits filed as inhibitors; further: potency means the concentration at half of the fitted maximal effect; on the % scale 0 is the no-effect control and ±100 the full control effect; nearly all actives have a fitted effect of over 75% in size
#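 AlphaScreen detection with an anti-monomethyl H3K9 antibody quantified product after a 2 h room-temperature reaction containing 500 nM biotinylated H3K9 peptide, 20 µM SAM and 20 nM enzyme, which had been preincubated 15 min with compound.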
# 12-LOX inh: Primary qHTS assay for inhibitors of human arachidonate 12S-lipoxygenase (ALOX12): Round 2; Polyunsaturated fatty acid lipoxygenase ALOX12 (Homo sapiens), P18054; purified 12hLO, xylenol orange hydroperoxide absorbance; Potency, µM (titrated, usually from 108 µM), for the others: top-dose activity change, negative = inhibition, usual class: inhibitors; actives 1.1% (n = 580,000); AID 1671190, 2021; further: potency means the concentration at half of the fitted maximal effect; on the % scale 0 is the no-effect control and ±100 the full control effect
#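 Hydroperoxide product was detected by ferrous iron/xylenol orange as the 573 to 405 nm absorbance ratio. Arachidonic acid at 40 uM (final) was turned over for 30 min at room temperature by 150 nM human 12hLO, pH 7.0 Hepes buffer, after 15 min compound preincubation.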
# PI4K2A inh: qHTS for small molecular inhibitors of PI4K2A | Phosphatidylinositol 4-kinase type 2-alpha (Homo sapiens), Q9BTU6 | purified PI4K2A, ADP-Glo luminescence, 1 h; hits give low values | activity change, negative = inhibition, % at 76.9 µM | actives 0.13% (n = 420,000) | AID 1346378, 2018; in the data active means activity change below about -50%; inconclusive means mostly about -30% to -49%;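 further: -100% = wells without enzyme as full effect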
#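 PI4K2A activity was measured by ADP-Glo luminescence: enzyme (4 ug/mL stock) and phosphatidylinositol (1.2 mM stock) in Tris pH 7.5/MgCl2/EGTA/Triton X-100 buffer were reacted with ATP (300 microM stock) for one hour at ambient temperature.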
# JMJD2A Tudor inh: qHTS Assay for Inhibitors of JMJD2A-Tudor Domain. Lysine-specific demethylase 4A (Homo sapiens), O75164. AlphaScreen JMJD2A-Tudor / H3K4me3 peptide binding. Potency, µM (series often up to 114 µM), for the others: at the highest dose activity change, negative = inhibition, hits mostly inhibitors. actives 4.4% (n = 390,000). AID 504339, 2011; further: potency means the concentration at half of the fitted maximal effect; on the % scale 0 is the no-effect control and ±100 the full control effect; nearly all actives have a fitted effect of over 50% in size
# GLS inhibitor: qHTS for Inhibitors of Glutaminase (GLS). Potency, µM (series often up to 45.5 µM), for the others: top-dose activity change, negative = inhibition, hits mostly inhibitors. actives 0.21% (n = 410,000). AID 624170, 2012. GLS enzymatic activity, qHTS titration. Glutaminase kidney isoform, mitochondrial (Homo sapiens), O94925; further: potency means the concentration at half of the fitted maximal effect; on the % scale 0 is the no-effect control and ±100 the full control effect
#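 Two-point fluorescence kinetic (t0, 30 min RT) for hKGA; glutamate detected via glutamate oxidase–HRP–Amplex Red. Substrate: 1 mM L-glutamine solution; buffer 45 mM KH2PO4, pH 8.2.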
# ERG-DNA inh: qHTS for Small Molecule Inhibitors of the ERG Ets/DNA interaction; Potency, µM (highest dose often 76.9 µM), for inactives: at the highest dose FP activity, negative = inhibition, actives largely listed as inhibitors; actives 0.028% (n = 370,000); fluorescence polarization, His-ERG Ets domain / labelled DNA; Transcriptional regulator ERG (Homo sapiens), P11308; active means well fitted inhibition curve with a large enough effect in the polarisation, with a control signal flat; inconclusive means small, poorly fitted or top-dose-only effect, or effect the other way, or a change in a side signal; inactive means no such curve, though single readings can be large or run the other way; the % refers to the polarisation;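 further: polarization taken with two DNA probes labelled with fluorescein and Texas red; potency means the concentration at half of the fitted maximal effect; % of control where 0% means no effect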
# Target sequence (P11308 whole entry, looked up, the tested form may be a part): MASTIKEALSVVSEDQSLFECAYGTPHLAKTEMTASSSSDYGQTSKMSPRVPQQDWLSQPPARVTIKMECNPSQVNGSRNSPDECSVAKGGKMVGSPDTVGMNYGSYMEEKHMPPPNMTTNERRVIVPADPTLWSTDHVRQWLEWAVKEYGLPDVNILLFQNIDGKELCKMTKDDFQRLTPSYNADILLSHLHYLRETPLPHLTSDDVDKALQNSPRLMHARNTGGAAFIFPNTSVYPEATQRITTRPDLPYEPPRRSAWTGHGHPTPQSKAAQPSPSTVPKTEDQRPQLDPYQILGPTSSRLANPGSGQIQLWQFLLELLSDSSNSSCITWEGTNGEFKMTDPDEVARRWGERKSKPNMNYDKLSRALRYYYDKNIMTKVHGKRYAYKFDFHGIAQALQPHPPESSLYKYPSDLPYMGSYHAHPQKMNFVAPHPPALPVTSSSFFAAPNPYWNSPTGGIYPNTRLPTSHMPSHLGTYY
#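 His-tagged ERG Ets domain (1 uM in the protein solution; 300mM KCl, 50mM Tris-HCl, 1mM EDTA, 1mM DTT, pH 7.5) received compound, then a probe mix of 5 nM fluorescein-DNA and 100nM Texas-615-DNA. Fluorescence polarization was read for both dyes.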
# BAZ2B block: qHTS Assay for Inhibitors of BAZ2B | Bromodomain adjacent to zinc finger domain protein 2B (Homo sapiens), Q9UIF8 | AlphaScreen BAZ2B-H3K14Ac peptide displacement | Potency, µM (series often up to 114 µM), for inactives: top-dose activity change, negative = inhibition, actives largely listed as inhibitors | actives 4.4% (n = 360,000); further: potency means the concentration at half of the fitted maximal effect; on the % scale 0 is the no-effect control and ±100 the full control effect; nearly all actives have a fitted effect of over 60% in size
#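 AlphaScreen displacement: compounds (up to 110uM) incubated 30 min at room temperature with a preformed 50 nM BAZ2B/50 nM biotinylated H3K14Ac peptide complex in PBS pH 7.4 with Tween-20. Donor and acceptor beads at 10 ug/mL final added, 20 min light-protected before reading.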
# Starred values were filed as active, the others as inactive; ? = inconclusive; nt = no result given; [ ] = another dose, or the depositor's remark. Unless noted, the call rests on the fitted dose curve; in most records, active means well fitted curve in the direction sought with a large enough effect; inconclusive means small, poorly fitted or top-dose-only effect, or another doubt; inactive means no such curve, though single readings can be large; an effect the other way counts as inactive or inconclusive.
# Values run as follows: RGS4 inhibitor	HP1b chromo inh	G9a block	12-LOX inh	PI4K2A inh	JMJD2A Tudor inh	GLS inhibitor	ERG-DNA inh	BAZ2B block
> CCOc1ccc(NC(=O)CN2CCN(S(=O)(=O)c3ccc(Cl)cc3)CC2)cc1
    45%	31%	3%	-12%	4	-11%	-1%	-4%	-5%
> CCc1ccc(-c2cc(C(F)(F)F)n3nc(C(=O)Nc4c(C)nn(Cc5ccccc5Cl)c4C)cc3n2)s1
    -12%	40%[activator]	80%[activator][59 µM]	-8%	9	3%	0%	-1%	24%
> COc1ccc(NC(=S)NCCSc2ccc(Cl)cc2)c(OC)c1
    ?	-21%	13µM*	?	7	-33%	24%	2%	?
> Cc1ccc(NC(=O)C2CCCN2C(=O)OCc2ccccc2)cc1C (stereo unspecified)
    4%	35%	?	-39%	-3	-4%	1%	-9%	-3%
> C=CCN(CC=C)C(=O)c1ccc(OC2CCN(C(C)=O)CC2)c(OC)c1
    -28%	37%	19%	7%	-4	0%	-6%	5%	-15%
> CN(CC(=O)N1CCN(C2CCCCC2)CC1)S(=O)(=O)c1cccc2nsnc12
    24%	10%	7%[12.7 µM]	0%	2	-8%	0%	-7%	7%
> CCOC(=O)CN1CC(C)(C)N(CC(=O)OCC)CC1(C)C
    16%	31%	nt	-11%	-3	-13%	4%	8%	nt
> CC(=O)c1cccc(NC(=O)CSC(=O)c2ccccc2)c1
    -47%	47%[activator]	20µM*	-14%	12	5%	-6%	-1%	5%
> CC(C(=O)N=Nc1c(O)[nH]c2ccccc12)n1cnc2ccccc2c1=O (stereo unspecified)
    16%	13%	-2%[59 µM]	-16%	-1	-17%	-5%	-8%	-4%
> CC(C)(C)c1ccc(/C=C(\c2nc3ccccc3[nH]2)S(=O)(=O)c2ccccc2)cc1
    11%[11.4 µM]	28%	nt	nt	-6	-5%[11.4 µM]	-8%	-1%	nt
> Cc1cc(NS(=O)(=O)c2ccc(NC(=O)COc3ccccc3C(C)C)cc2)no1
    2%	24%	-12%[59 µM]	1%	-6	-10%	8%	13%	5%
> CCCN(CCC)CCNC(=O)C1CCN(Cc2nc(-c3ccc(Cl)cc3)oc2C)CC1
    24%	5%	-4%[59 µM]	-8%	-1	-17%	5%	1%	6%
> Cc1ccc(N2C(=O)[C@@H]3CSC(c4ccc(C(F)(F)F)cc4)N3C2=O)cc1 (stereo partly specified)
    -4%	66%[activator]	14%[59 µM]	-4%	-5	-1%	-2%	1%	1%
> O=C(O)c1ccc2c(c1)C(=O)N(c1ccc(Cl)cn1)C2=O
    15%	16%	-13%[59 µM]	?	3	-30%	-4%	3%	-3%
> Cc1ccc(N2C(=O)N3[C@@H]4c5ccccc5OC[C@@H]4[C@@H](c4ccccc4)[C@@]3(C)C2=O)cc1
    3%	22%	nt	8%	-4	-24%	1%	-1%	nt
> CC(C)(C)C(=O)Cn1c(=N)n(Cc2ccccc2Cl)c2ccccc21
    3%[11.4 µM]	4%	-3%	?	4	3%[11.4 µM]	-8%	8%	?
> Clc1cccc(OCCCCN2CCCCC2)c1
    19%	?	?	?	-5	22µM*	1%	15%	56µM*
> Cc1ccc2c(c1C)-c1c(ccc(C)c1C)C(=O)C2=O
    ?	16µM*	nt	?	-3	50µM*	-7%	nt	nt
> N#CCCn1nnc2ccccc21
    -26%	21%	-18%	-11%	5	-4%	-7%	-7%	1%
> CN1CCN(C(=O)/C(=C/c2cccc([N+](=O)[O-])c2)NC(=O)c2ccccc2)CC1
    -21%	34%	12%	5%	6	1%	-6%	100%[activator]	-2%

# Later entries
# Values run as follows: RGS4 inhibitor	HP1b chromo inh	G9a block	12-LOX inh	PI4K2A inh	JMJD2A Tudor inh	GLS inhibitor	ERG-DNA inh	BAZ2B block
> Cn1c(CC(=O)Nc2ccc(F)cc2)nnc1SCC(=O)Nc1nncs1
    -2%	38%	22%	-8%	-3	2%	-11%	-4%	9%
> CCCN1CCC2(CC1)C(C#N)=C(N)Oc1c2sc2nc(C)cc(C)c12
    -29%	25%	?	?	-6	-1%	-1%	11%	-9%
> O=C(C1CCN(S(=O)(=O)c2cccc3cccnc23)CC1)N1CCN(c2ccccc2)CC1
    -11%	43%[activator]	?	5%	-2	-9%	17%	11%	-6%
> COc1ccc(Cl)cc1Nc1nc2ccc(C(=O)c3ccccc3)cc2n2cnnc12
    10%	33%	-7%[59 µM]	?	-2	-2%	-2%	2%	-9%
> COC(=O)C1=C(C(=O)OC)C(c2ccc(OC)c(OC)c2)c2sc(=O)[nH]c2S1 (stereo unspecified)
    ?	-9%	28µM*	?	-4	40µM*	9%	-3%	-34%
> COc1ccc2oc(C(=O)OCC(=O)NCc3ccc(OC)c(OC)c3)c(C)c2c1
    -18%	-12%	-4%	-10%	0	-18%	-7%	-4%	7%
> CCOC(=O)N1CCC(=NNC(N)=O)CC1
    21%	12%	5%	18%	6	-3%	3%	4%	-17%
> O=c1cc(N2CCN(c3ccc(F)cc3)CC2)[nH]c(=O)n1-c1cccc(Br)c1
    18%	-2%[57 µM]	-1%[59 µM]	2%	0	-36%	3%	-11%	-2%
> O=C(COC(=O)c1ccc(Br)o1)NC1CCCCC1
    -27%	29%	-5%	11%	4	3%	3%	-5%	-16%
> CCCCNC(=O)N1CCN(C/C=C/c2ccccc2)CC1
    7%	31%	-32%	9%	-8	-10%	0%	-14%	1%
> CCOc1ccc(S(=O)(=O)N2CCN(C(=S)NCc3ccco3)CC2)cc1
    -18%	?	?	-15%	-2	?	12%	-4%	-38%
> Cc1ccc2c(c1)cc(C(=O)N[C@@H](Cc1ccccc1)C(=O)O)n2C
    -11%[56.9 µM]	85%[activator]	23%	?	-3	-8%	2%	9%	-8%
> CC(=O)N1CCCC(C(=O)c2ccc3c4c(cccc24)CC3)C1 (stereo unspecified)
    -26%	26%	nt	-4%	-1	-16%	0%	0%	?
> Oc1ccc(-c2nncn2-c2ccccc2)cc1
    9%	46%[activator]	24%	-19%	-3	-2%	10%	-4%	-22%
> COc1ccc(-n2nnnc2CNC(=O)c2ccc(S(=O)(=O)N3CCOCC3)cc2)cc1
    22%	12%	-7%[0.501 µM]	?	-1	-11%	3%	-5%	7%
> CCOCCCNc1nc2c(-c3ccccc3)nnn2c2ccccc12
    10%	25%	25%	-17%[57.4 µM]	-3	-17%	-5%	-5%	7%
> CCc1ccccc1NC(=O)COC(=O)c1c(C)nsc1NC
    12%	64%[activator]	?	?	-8	-1%	-7%	8%	9%
> O=C(COC(=O)c1c(F)cccc1F)NCCNC(=O)COC(=O)c1c(F)cccc1F
    -20%	35%	-3%	-20%	1	-4%	-11%	3%	1%
> COc1ccccc1N1CC(C(=O)Nc2nnc(SCC(=O)NCC3CCCO3)s2)CC1=O (stereo unspecified)
    -29%	40%	32µM*	?	-12	-10%	-2%	5%	-22%

# Shown with bars between the fields: entries from further up
mol | RGS4 inhibitor | HP1b chromo inh | G9a block | 12-LOX inh | PI4K2A inh | JMJD2A Tudor inh | GLS inhibitor | ERG-DNA inh | BAZ2B block
COc1ccc(Cl)cc1Nc1nc2ccc(C(=O)c3ccccc3)cc2n2cnnc12 | 10% | 33% | -7%[59 µM] | ? | -2 | -2% | -2% | 2% | -9%
COC(=O)C1=C(C(=O)OC)C(c2ccc(OC)c(OC)c2)c2sc(=O)[nH]c2S1 (stereo unspecified) | ? | -9% | 28µM* | ? | -4 | 40µM* | 9% | -3% | -34%
COc1ccc2oc(C(=O)OCC(=O)NCc3ccc(OC)c(OC)c3)c(C)c2c1 | -18% | -12% | -4% | -10% | 0 | -18% | -7% | -4% | 7%
CCOC(=O)N1CCC(=NNC(N)=O)CC1 | 21% | 12% | 5% | 18% | 6 | -3% | 3% | 4% | -17%
O=c1cc(N2CCN(c3ccc(F)cc3)CC2)[nH]c(=O)n1-c1cccc(Br)c1 | 18% | -2%[57 µM] | -1%[59 µM] | 2% | 0 | -36% | 3% | -11% | -2%
O=C(COC(=O)c1ccc(Br)o1)NC1CCCCC1 | -27% | 29% | -5% | 11% | 4 | 3% | 3% | -5% | -16%
CCCCNC(=O)N1CCN(C/C=C/c2ccccc2)CC1 | 7% | 31% | -32% | 9% | -8 | -10% | 0% | -14% | 1%

# This is a subset; the hit share may differ from the screen's.
